High-throughput results: PubChem, National Center for Advancing Translational Sciences (NCATS)
a7 integrin act = activators of alpha7 integrin expression for muscular dystrophy; alpha7betagal myoblasts, beta-gal FDG fluorescence, 48 h; Potency, µM (top dose mostly 38.3 µM), for inactives: top-dose activation, most hits filed as activators; 0.064% of 350,000 active;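 also: potency is read from the fitted curve at half-maximal effect; 100% = response of the positive control SU9516; nearly all actives have a fitted effect of over 60% in size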
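alpha7betagal+/- myoblasts (passage 13, 250/well) treated 48 h at 37C with compounds at 1:260 dilution of DMSO stock. Lysed, then beta-galactosidase activity read as FDG fluorescence (ex 480/em 540) after 30 min, with pre-read for autofluorescence.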
TRPV1 ag = agonists of human vanilloid receptor 1 (TRPV1); Q8NER1; TRPV1-expressing cells, Fluo-8 calcium influx, agonist mode; activation, % at 8.33 µM; 0.19% of 320,000 active; AID 540275; in the data active = activation above about 80%; inconclusive = between about 30% and that limit; also: 0% is about no effect
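Fluo-8 calcium influx in TRPV1-expressing cells, kinetic read (ex 480/em 520 nm). Compound added and read 3 min for agonist activity, followed by capsaicin at EC20 final and 2 min further read for enhancement.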
MBNL1-CUG inh = MBNL1-poly(CUG) RNA binding inhibition; Q9NR56; TR-FRET MBNL1-His/biotin-(CUG)12 binding, 665/545 ratio; Potency, µM (titrated, usually from 57.5 µM), inactives show top-dose activity change, negative = inhibition, usual class: inhibitors; 0.036% of 280,000 active; active = well fitted inhibition curve with a large enough effect in the signal ratio, with a control signal flat, not every such curve was filed as active; inconclusive = small, poorly fitted or top-dose-only effect, or effect the other way, or a change in a side signal; inactive = no such curve, though single readings can be large or run the other way; the % refers to the signal ratio; also: potency is read from the fitted curve at half-maximal effect; % is scaled to controls: 0 for no effect and ±100 for the full control effect
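MBNL1-His + Biotin-(CUG)12, cpd titration 92 nM–58 uM; Tb anti-His Ab 0.055 ng/ul, SA-XL665 5 nM (final); 60 min RT; ratiometric 665/545 nm, Ex 340 nm; normalized to buffer and full-complex controls.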
GALK inh = blocks human galactokinase activity; P51570; Purified GALK, Kinase-Glo residual ATP luminescence; Potency, µM (titrated, usually from 57.5 µM), inactives show top-dose activity change, negative = inhibition, actives largely listed as inhibitors; 0.007% of 270,000 active; AID 1868; also: potency is read from the fitted curve at half-maximal effect; % is scaled to controls: 0 for no effect and ±100 for the full control effect
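The enzyme phosphorylates galactose (100 uM) using ATP (35 uM); inhibition is detected as higher residual ATP, quantified by bioluminescence after 1 h reaction at room temperature, pH 8.0.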
S-ASM inh = blocks human secretory acid sphingomyelinase; placental ASM, HMU-PC fluorogenic substrate, 60 min; 0.006% of 340,000 active; P17405; Potency, µM (top dose mostly 57.5 µM), for inactives: top-dose activity change, negative = inhibition, actives largely listed as inhibitors; also: potency is read from the fitted curve at half-maximal effect
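qHTS format. ASM enzyme prepared from human placenta hydrolyses the fluorogenic substrate HMU-PC0 (9 uM final) over 60 min at 37 °C after a 10 min compound preincubation.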
KCNH2 WT inh = blocks the wildtype human KCNH2 potassium channel; Q12809; U2OS, BacMam KCNH2, thallium flux FluxOr; hits give low values; activity change, % at 1.84 µM; 0.37% of 340,000 active;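 active = maximum activity change below -70%; inconclusive = maximum activity change between -70% and -50%; inactive = maximum activity change above -50%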; also: % is scaled to controls: 0 for no effect and ±100 for the full control effect
Target sequence (Q12809 whole entry, looked up): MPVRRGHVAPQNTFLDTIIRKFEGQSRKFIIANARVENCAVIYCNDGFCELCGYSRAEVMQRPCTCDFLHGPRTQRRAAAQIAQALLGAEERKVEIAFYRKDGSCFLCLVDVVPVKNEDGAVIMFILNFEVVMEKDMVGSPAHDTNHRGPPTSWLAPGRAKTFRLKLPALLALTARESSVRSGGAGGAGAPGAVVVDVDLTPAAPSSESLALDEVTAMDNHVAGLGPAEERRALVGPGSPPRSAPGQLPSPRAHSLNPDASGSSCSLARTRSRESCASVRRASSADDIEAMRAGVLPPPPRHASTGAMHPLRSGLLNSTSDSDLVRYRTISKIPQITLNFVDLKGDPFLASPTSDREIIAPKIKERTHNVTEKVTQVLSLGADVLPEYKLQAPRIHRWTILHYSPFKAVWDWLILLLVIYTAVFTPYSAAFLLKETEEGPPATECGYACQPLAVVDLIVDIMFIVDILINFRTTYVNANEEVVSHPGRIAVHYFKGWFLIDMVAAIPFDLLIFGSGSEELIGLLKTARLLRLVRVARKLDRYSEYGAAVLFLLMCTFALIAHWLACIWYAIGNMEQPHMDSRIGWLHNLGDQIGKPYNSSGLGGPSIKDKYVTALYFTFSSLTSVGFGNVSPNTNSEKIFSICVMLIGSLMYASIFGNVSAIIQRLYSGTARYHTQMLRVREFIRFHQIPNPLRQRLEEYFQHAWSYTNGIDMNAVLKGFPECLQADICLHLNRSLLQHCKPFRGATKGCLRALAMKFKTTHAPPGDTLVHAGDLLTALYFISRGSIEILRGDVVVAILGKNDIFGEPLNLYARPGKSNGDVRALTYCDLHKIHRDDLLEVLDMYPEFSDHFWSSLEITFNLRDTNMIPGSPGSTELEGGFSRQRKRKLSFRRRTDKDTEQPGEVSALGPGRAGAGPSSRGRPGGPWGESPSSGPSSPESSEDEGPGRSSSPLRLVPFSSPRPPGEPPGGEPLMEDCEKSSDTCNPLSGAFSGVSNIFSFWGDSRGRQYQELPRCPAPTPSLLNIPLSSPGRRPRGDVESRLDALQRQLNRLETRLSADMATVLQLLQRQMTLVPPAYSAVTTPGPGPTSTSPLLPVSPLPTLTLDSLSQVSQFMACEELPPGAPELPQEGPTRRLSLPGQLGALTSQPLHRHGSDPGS
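U2OS cells transduced with wild-type KCNH2 virus are loaded with FluxOr dye for 45 min, and thallium flux is measured in kinetic reads before and after stimulation buffer. Rate constants are normalized to DMSO controls.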
A-T KAP1 phos = potential ataxia-telangiectasia treatment. […] A-T fibroblasts, KAP-1 phosphorylation AlphaLISA; neocarzinostatin DNA damage 30 min before lysis. Potency, µM (doses to about 57.5 µM), inactives show top-dose activation, hits mostly activators. 0.19% of 320,000 active. AID 485349; also: potency is read from the fitted curve at half-maximal effect; % of control where 0% means no effect; nearly all actives have a fitted effect of over 45% in size
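ATM-like activity read as KAP-1 phosphorylation via AlphaLISA donor/acceptor antibody pairs after lysis and 6 hr at 25C. Cells were ATM-null patient fibroblasts ([…], hTERT), dosed 60 min, then exposed to the DSB inducer NCS for 30 min.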
Coupling enz = counter-screen for Giardia aldolase inhibitors: coupling enzyme system. 0.67% of 290,000 active. activity change, negative = inhibition, % at 58.2 µM, hits read low. coupling enzyme system counterscreen, AmpLite Red fluorescence. AID 2472; in the data active = activity change below about -30%; also: % is scaled to controls: 0 for no effect and ±100 for the full control effect
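Activity here indicates interference with the coupling reaction, not aldolase inhibition. Compounds at 57.5 uM final met coupling enzymes for 10 min at RT; substrate and AmpLite Red detection followed, with a 525/598 nm fluorescence read after 20 min.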
CXXC DNA block = MLL CXXC-DNA interaction inhibition. 0.037% of 290,000 active. AID 2662. Potency, µM (series often up to 115 µM), for inactives: at the highest dose activity change, negative = inhibition, usual class: inhibitors. MLL-CXXC / FITC-HOXA9 DNA fluorescence polarization; active = well fitted inhibition curve with a large enough effect in the polarisation, with a control signal flat, not every such curve was filed as active; inconclusive = small, poorly fitted or top-dose-only effect, or effect the other way, or a change in a side signal; inactive = no such curve, though single readings can be large or run the other way; the % refers to the polarisation; also: potency is read from the fitted curve at half-maximal effect
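Steps: dispense CXXC domain solution (7 uM) → pin compounds or unlabeled HOX-A9 DNA control → 5 min ambient → add FLSN-HOX-A9 solution (50 nM) → spin → 30 min ambient → fluorescence polarization. Tris pH 7.5/NaCl/DTT/BSA buffer.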
KCNH2 3.1 block = KCNH2 3.1 (human) potassium channel inhibition. U2OS KCNH2 3.1, thallium flux FluxOr; hits give low values. activity change, % (tested at about 1.8 µM). 0.95% of 340,000 active;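 active = maximum activity change below -70%; inconclusive = maximum activity change from -70% to -50%; inactive = maximum activity change above -50%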;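 also: thallium influx rate constant from kinetic fluorescence after stimulation buffer; % is scaled to controls: 0 for no effect and ±100 for the full control effect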
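Steps: virus added to U2OS suspension (4 h, RT, dark); medium with 10% FBS added, cells plated, 37 C overnight; FluxOr/Red40 loading buffer 45 min RT; stimulation buffer, 2 min kinetic read; rate constant normalized.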
Numbers without * were called inactive; i = inactive; ? = inconclusive; . = no result given; & = joins results of further samples; [ ] = another dose, or the depositor's remark. Unless noted, calls follow the shape of the dose curve; as a rule, active = well fitted curve in the direction sought with a large enough effect; inconclusive = small, poorly fitted or top-dose-only effect, or another doubt; inactive = no such curve, though single readings can be large; an effect the other way counts as inactive or inconclusive. Only part of the results is shown; count on the stated rates, not on these rows.

SMILES	a7 integrin act	TRPV1 ag	MBNL1-CUG inh	GALK inh	S-ASM inh	KCNH2 WT inh	A-T KAP1 phos	Coupling enz	CXXC DNA block	KCNH2 3.1 block
S=P(NCCNP(=S)(N1CC1)N1CC1)(N1CC1)N1CC1	-30%	.	.	.	1%	-5	.	.	.	-3
CCn1c(O)c(C=Nc2ccc(S(N)(=O)=O)cc2)c(=O)[nH]c1=S	-12%	5	.	3%	-2%	-2	0%	1	13%	-20
O=C1NC(=O)N(c2ccccc2)C(=O)/C1=C/c1ccoc1	8%	1	5%	3%	2%	-12	-5%	1	-3%	11
CCC(C)NC(=O)CCC(=O)OC1O[C@H]2OC3(C)CC[C@H]4[C@H](C)CCC(C1C)C24OO3 (some centres undefined)	-11%	?	-4%	.	-1%	-8	-3%	4	28%	8
Cc1c(N=Nc2c(O)n(-c3ccc(Br)cc3)c(=O)[nH]c2=O)c(=O)n(-c2ccccc2)n1C	-18%	.	.	-1%	-8%	-3	-8%	6	20%	4
Cc1ccc(-c2nc(N3CCOCC3)s[n+]2-c2ccccc2)cc1	20%	-1	-17%	1%	1%	6	5%	1	17%	1
C[C@H](NC(=O)N1C[C@H]2C[C@@H](C1)c1cccc(=O)n1C2)C(=O)Nc1ccc(F)c(F)c1	17%	7	-7%	.	1%	-4	-2%	3	-1%	-6
O=c1[nH]c(=S)n(-c2ccc(Cl)cc2)c(O)c1C=Nc1ccc(N2CCOCC2)cc1	12%	4	4%	-2%	-15%	2	-4%	-5	?	8
CCN(CC)P(=O)(Oc1ccccc1)Oc1ccccc1	14%	-6	-7%	-1%	4%	-3	3%	8	-6%	3
C[C@H]1CCC/C=C/[C@@H]2C[C@H](O)C[C@H]2[C@H](O)/C=C/C(=O)O1	.	-1&1	.	.	-4%&-5%	-2&-12	-8%&-1%	0	.	8&-2
CC1N(O)C2CCCCCC2N1O (centres undefined)	12%	2	2%	1%	-1%	11	1%	3	-5%	-6
CCCC/C(=N\O)c1c[nH]c2ccccc12	-2%	8	-7%	-1%	-2%	14	4%	0	1%	-1
COC(=O)C1=C(c2cc3ccccc3o2)C[C@@H]2CC[C@H]1N2C(=O)N1CCC(O)CC1	-5%	.	.	.	1%	-2	.	.	.	3
CCc1ccc(OCC(=O)N2CCN(Cc3ccc4c(c3)OCO4)CC2)cc1	14%	?	0%	1%	3%	26	-4%	0	4%	8
CN1CCN(C(=O)OC2c3nccnc3C(=O)N2c2ccc(Cl)cn2)CC1 (centres undefined)	.	6	?	-2%	.	.	1%	0&-2	20%	.
CN1C[C@H](CO)C=C2c3cccc4[nH]cc(c34)C[C@H]21	18%	1	?	0%	9%	1	.	5	16%	-4
CCCCCn1c(=O)c(C(=O)Nc2cnccn2)c(O)c2ccccc21	-47%[inhibitor]	4	2%	3%	-2%	3	3%	-4	-4%	?
CC(C)(C)c1cc([N+](=O)[O-])cc(C(C)(C)C)c1O	-23%	12	.	10%	-12%	-4	4%	0	12%	-14
CN1CCN(c2cc(N3CCNCC3)ccc2[N+](=O)[O-])CC1	-58%[inhibitor]	-5	?	1%	-6%	-3	-3%	-1	2%	-15
COc1ccc(/C=C2\C(=O)NC(=O)N(Cc3ccccc3)C2=O)c(OC)c1OC	4%	-6	-5%	0%	1%	-1	14%	2	15%	4
COC(=O)c1ccc(N2CCN(C)CC2)c([N+](=O)[O-])c1	-17%	-6	?	0%	-1%	2	-6%	5	1%	-12
COc1cc2c(cc1O)C[C@H]1NCCc3cc4c(c-2c31)OCO4	0%	-2	?	.	128%[activator]	2	5%	-31*	?	27
O=C1CC(=O)N(c2ccccc2F)C(=O)N1	1%	1	-6%	1%	-4%	0	0%	1	31%[activator]	-6
COC(=O)C1=C(c2ccc3ccccc3c2)C[C@@H]2CC[C@H]1N2C(=O)NCCNC(C)=O	-2%	1	.	.	5%	-3	12%	.	.	7
Cc1c(CC(=O)N2C[C@H]3C[C@@H](C2)c2cccc(=O)n2C3)c(=O)oc2cc(O)c(Cl)cc12	13%	2	27%	.	i	2	-1%	1	0%	7

A second format for three compounds above:
Results follow in this order: a7 integrin act | TRPV1 ag | MBNL1-CUG inh | GALK inh | S-ASM inh | KCNH2 WT inh | A-T KAP1 phos | Coupling enz | CXXC DNA block | KCNH2 3.1 block
O=C1NC(=O)N(c2ccccc2)C(=O)/C1=C/c1ccoc1
  8% | 1 | 5% | 3% | 2% | -12 | -5% | 1 | -3% | 11
CCC(C)NC(=O)CCC(=O)OC1O[C@H]2OC3(C)CC[C@H]4[C@H](C)CCC(C1C)C24OO3 (some centres undefined)
  -11% | ? | -4% | . | -1% | -8 | -3% | 4 | 28% | 8
Cc1c(N=Nc2c(O)n(-c3ccc(Br)cc3)c(=O)[nH]c2=O)c(=O)n(-c2ccccc2)n1C
  -18% | . | . | -1% | -8% | -3 | -8% | 6 | 20% | 4

(next part)
SMILES	a7 integrin act	TRPV1 ag	MBNL1-CUG inh	GALK inh	S-ASM inh	KCNH2 WT inh	A-T KAP1 phos	Coupling enz	CXXC DNA block	KCNH2 3.1 block
CC(=O)C1(c2ccccc2)CCNCC1	-5%	-11	-4%	-4%	0%	17	11%	4	-1%	3
CCC(C)n1c(O)c(C(c2ccccn2)c2c(O)n(C(C)CC)c(=S)[nH]c2=O)c(=O)[nH]c1=S (centres undefined)	8%	-3	11%	2%	0%	-12	-6%	0	9%	0
CCOC(=O)CNC(=O)CNC(=O)C(Cc1ccc(N(CCCl)CCCl)cc1)NC(C)=O (centres undefined)	14%	-3	2%	1%	-1%	-24	-5%	0	7%	0
O=c1[nH]c(=O)n(Cc2ccccc2Cl)c(O)c1C=Nc1ccc(F)cc1	6%	0	-9%	-1%	82%	7	4%	-1	11%	3
O=c1[nH]c(=S)[nH]c(O)c1N=Nc1cc(S(=O)(=O)Nc2ccc(Cl)cc2)ccc1Cl	-7%	3	.	.	?	-5	-10%	.	.	-5
CCCNC(=O)c1c(N)n(Cc2ccc3c(c2)OCO3)c2nc3ccccc3nc12	13%	0	14%	-1%	154%[activator]	1	4%	-21	18%	5
Cc1nnc2n1-c1ccc(Cl)cc1C(c1ccccc1)=NC2	.	9	-9%	0%	.	.	.	1&2	-12%&-3%	.
S=P(NC1CCCCC1)(N1CC1)N1CC1	-8%	9	-12%	1%	3%	0	9%	2	0%	-18
COC(=O)C1CN(C#N)N(c2ccc(Cl)cc2)C12c1ccccc1-c1ccccc12 (centres undefined)	-58%[inhibitor]	5	?	-5%	-18%	-6	13µM*	-4	33%[activator]	14
C[C@]12CC[C@H](O)CC1=C([N+](=O)[O-])CC1C2CC[C@@]2(C)C1CC[C@@H]2O (some centres undefined)	-12%	.	.	.	0%	1	2%	.	.	-10
Cc1ccc(OP(=O)(Nc2cccc(C)c2)Oc2ccc(C)cc2)cc1	18%	?	-1%	-3%	-10%	0	9%	0	-5%	-23
CC(=O)Nc1ccccc1C(=O)OCC(=O)c1cccc2ccccc12	8%	1	20%	1%	-11%	7	0%	0	7%	-6
COc1cc(C2c3cc4c(c(O)c3CC3COC(=O)C32)OCO4)cc(OC)c1OC (centres undefined)	-34%	.	.	.	-2%	-17	.	4	.	-14
OCC1(CO)COC(c2cccnc2)N1 (centres undefined)	13%	-1	-10%	5%	1%	1	4%	3	-6%	-4
Cc1cc(C)[n+](CCCC[n+]2c(C)cc(C)cc2C)c(C)c1	17%	-2	.	.	2%	-23	14%	.	.	18
O=C1NC(=O)C2=Cc3ccc(O)cc3OC2(O)N1 (centres undefined)	.	-7	-1%	-8%	.	.	3%	0	?	.
COc1ccc(C2=NCc3nnc(C)n3-c3ccc(Cl)cc32)cc1Cl	8%	8	-10%	-5%	-1%	5	.	3	4%	8
CC(=NCCN1CCOCC1)c1c(O)n(C2CCCCC2)c(=O)[nH]c1=O	-35%	2	4%	4%	0%	-16	7%	-1	8%	-1
COc1ccc2[nH]cc(CCNCc3cccnc3)c2c1	3%	0	1%	0%	2%	9	5%	-1	-7%	-8
O=C1NC(=O)N(Cc2ccccc2)C(=O)/C1=C/c1cnn(-c2ccccc2)c1	.	4	-5%	-6%	.	.	-2%	2	?	.
CCCC1(CCC)C(=O)NC(=Nc2ccc(C)cc2)NC1=O	.	7	-1%	0%	.	.	3%	2	2%	.
COCCOCCn1c(CCCO)nc2ccccc21	-50%[inhibitor]	-2	-13%	-1%	3%	1	0%	0	1%	.
COc1cccc(N2CCN(Cc3ccc(Cl)cc3)CC2)c1	0%[7.66 µM]	-5	-10%	5%	2%	13	-18%	-20	6%	-16
CNC(=O)Oc1cccc(-c2cn3cc(Cl)ccc3n2)c1	-15%	?	-2%[11.5 µM]	.	0%	-2	1%	-8	4%	-8
CC1(C)C(=O)CC[C@@]2(C)C1=CCC1C2CC[C@]2(C)C(=O)CCC12 (some centres undefined)	1%	.	.	.	-4%	-1	15%	.	.	13
